# MEKK2 WT-MEK5 – raises or lowers MEK5 binding to wildtype human MEKK2 PB1 domain; binding response (% of control), % at 10 µM; Q9Y2U5; AID 1531; bead flow cytometry, Alexa488-MEK5 binding to MEKK2 WT; actives lie on both sides; 1.1% of 290,000 active; in the data active means binding response below about 67% or above about 130%; inconclusive means no clear call, values can overlap the other calls; inactive means in between
# OXTR ag – human OXTR agonism; P30559; CHO-OTR cells, Fluo-8 calcium fluorescence; normalized: DMSO 0%, oxytocin 100%; activation, % at 3 µM; 0.32% of 320,000 active;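 active means activation above the mean of all tested compounds plus 3 SD, cutoff set per screening run, cut at about 20% in these data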;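 further: peak over basal fluorescence ratio from a 100 s FLIPR kinetic read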
# FID counter – counter-screen for HCV NS3 helicase inhibitors: DNA intercalator displacement | DNA fluorescent intercalator displacement, fluorescence | 0.17% of 290,000 active | AID 1845 | inhibition, % at 7.9 µM; in the data active means inhibition above about 37%;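 further: 0% = vehicle and 100% = reference compound; higher means more ethidium bromide displaced from hairpin DNA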
# GPR7 antagonist – blocks human GPR7 receptor signaling; inhibition, % at 4.4 µM; 1.1% of 290,000 active; GPR7-expressing cells, fluorescence antagonist assay; P48145; in the data active means inhibition above about 16%, passing the limit was not always enough;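 further: cells stimulated with the agonist NPW; 0% = agonist with vehicle and 100% = vehicle without agonist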
# NALP1 inh – inhibitors of NALP1 inflammasome in yeast; S. cerevisiae NALP1/ASC/caspase-1 growth, X-gal OD620, 72 h; 0.61% of 280,000 active; inhibition, % at 10 µM; AID 2071; in the data active means inhibition mostly above about 24%, no sharp cut-off; inactive means mostly below about 32%; further: some compounds called inactive have numbers as strong as hits
# PHOSPHO1 block – inhibitors of human PHOSPHO1 phosphatase | recombinant PHOSPHO1, absorbance phosphatase assay | AID 1565 | inhibition, % at 13.3 µM | 1.1% of 290,000 active | Q8TCT1; in the data active means inhibition above about 60%
# Target sequence (Q8TCT1 whole entry, looked up): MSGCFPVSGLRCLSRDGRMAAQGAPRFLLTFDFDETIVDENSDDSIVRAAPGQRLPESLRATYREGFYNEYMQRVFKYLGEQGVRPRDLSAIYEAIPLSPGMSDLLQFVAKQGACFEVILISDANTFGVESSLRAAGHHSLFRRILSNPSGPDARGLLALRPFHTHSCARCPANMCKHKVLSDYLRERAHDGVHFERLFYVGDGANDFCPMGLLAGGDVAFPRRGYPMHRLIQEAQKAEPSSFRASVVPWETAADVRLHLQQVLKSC
# MEKK3 PB1 HTS – modulators (inhibitors or enhancers) of MEK5 binding to human MEKK3 PB1 domain. 1.4% of 290,000 active. AID 1529. Q99759. binding response (% of control), % at 10 µM. bead-based flow cytometry, Alexa488-MEK5 binding to MEKK3; actives lie on both sides; 0 = blocked by unlabeled MEK5, 100 = vehicle;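 active means binding response more than 3 SD above or below the average of its plate-row segment, actives on both sides; inconclusive means wells at one plate position flagged as instrument error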;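 further: Alexa488 bead fluorescence after subtracting the streptavidin-only scavenger bead signal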
# Target sequence (Q99759 whole entry, looked up, the tested form may be a part): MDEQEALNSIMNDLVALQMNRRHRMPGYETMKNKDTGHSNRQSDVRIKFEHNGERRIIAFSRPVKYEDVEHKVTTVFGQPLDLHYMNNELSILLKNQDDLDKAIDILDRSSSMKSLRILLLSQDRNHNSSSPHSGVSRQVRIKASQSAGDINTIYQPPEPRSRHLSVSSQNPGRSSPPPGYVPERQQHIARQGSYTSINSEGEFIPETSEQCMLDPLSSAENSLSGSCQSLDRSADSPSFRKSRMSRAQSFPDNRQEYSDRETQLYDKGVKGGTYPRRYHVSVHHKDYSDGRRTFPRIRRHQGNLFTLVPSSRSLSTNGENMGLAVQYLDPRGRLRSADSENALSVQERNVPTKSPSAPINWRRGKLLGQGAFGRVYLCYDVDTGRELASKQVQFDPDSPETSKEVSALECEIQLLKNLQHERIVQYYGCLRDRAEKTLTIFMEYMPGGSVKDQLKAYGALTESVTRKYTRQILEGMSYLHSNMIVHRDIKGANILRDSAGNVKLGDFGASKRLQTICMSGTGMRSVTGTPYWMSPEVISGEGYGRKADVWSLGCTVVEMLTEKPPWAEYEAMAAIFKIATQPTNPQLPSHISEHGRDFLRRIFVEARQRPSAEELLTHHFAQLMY
# PfM18AAP inh – blocks P. falciparum M18 aspartyl aminopeptidase; 1.2% of 290,000 active; recombinant PfM18AAP, H-Glu-NHMec fluorogenic cleavage; AID 1822; inhibition, % at 7.35 µM;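 active means inhibition above the campaign mean inhibition over all tested compounds plus 3 SD, cut at about 28% in these data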;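 further: 0% = plate median of test compound wells and 100% = 2 mM ZnCl2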
# MEKK2mut PB1 HTS – signal of MEK5 binding to mutant human MEKK2 PB1 domain; bead flow cytometry, Alexa488-MEK5 binding to MEKK2 mutant; AID 1530; 0.35% of 290,000 active; percent response, % at 10 µM; in the data active means percent response above about 24%, passing the limit was not always enough; further: inactives centre near 1; some results filed as inactive read as strong as hits; reference of the scale not given here
# * marks the source's active call; other numbers are inactive results; ? = inconclusive; nt = not tested or not shown.
# Screens in order – MEKK2 WT-MEK5	OXTR ag	FID counter	GPR7 antagonist	NALP1 inh	PHOSPHO1 block	MEKK3 PB1 HTS	PfM18AAP inh	MEKK2mut PB1 HTS
1. COc1ccc2c(c1)c(CC(=O)OCC(=O)N(C)C)c(C)n2C(=O)c1ccc(Cl)cc1
→ 100	-0.5	-40	3	4	-24	102	0	0
2. CC(=O)Nc1ccccc1C(=O)C(=O)Nc1cccc(C(=O)NCc2ccc(C)cc2)c1
→ 108	-0.9	-19	-13	17	8	134*	5	1
3. O=C(Oc1ccc(Br)cc1C(=S)N1CCOCC1)c1ccc(F)cc1
→ 103	0.1	-39	-12	17	-77	102	32*	-3
4. COc1ccccc1NC(=O)NC1(C(=O)N2CCN(C)CC2)CCCCC1
→ 97	0.8	1	-12	16	22	100	-11	-1
5. CCn1c(=O)c(C(=O)Nc2ccsc2C(=O)OC)c(O)c2ccccc21
→ 108	0.6	1	-10	9	-12	106	-1	17
6. COCCn1c(=NC(=O)c2ccc3c(c2)OCO3)c(C#N)cc2c(=O)n3cccc(C)c3nc21
→ 105	nt	4	-9	20	1	108	-25	7
7. Cc1ccc(C(=O)Nc2ccccc2)cc1S(=O)(=O)Nc1ccc(Cl)cn1
→ 93	-1.2	-21	-6	2	28	99	5	-8
8. O=C(CN1C(=O)c2cccc3cccc1c23)Nc1ccccc1
→ 106	0.9	7	-2	3	8	109	7	-1
9. NC(=O)CC1C(=O)N(c2ccc(Cl)cc2)C(=S)N1NC(=O)c1cccc(F)c1 (stereo unspecified)
→ 92	-0.2	-3	15	9	16	96	15	-3
10. COc1ccc2oc(=O)c(C(=O)N3CCN(c4ccc(F)cc4)CC3)cc2c1
→ 93	1.8	-18	-7	1	-6	92	3	-9
11. Cc1ccc(/C=C2\Oc3cc(OCC(=O)NN)ccc3C2=O)o1
→ 104	nt	-31	-9	-17	37	101	10	2
12. NC1=NC[C@H](c2ccccc2)N1CCc1cc(C(F)(F)F)cc(C(F)(F)F)c1
→ 106	-0.1	nt	nt	nt	13	110	nt	10
13. CC(C)CC(=O)Nc1cc2nn(-c3ccccc3)nc2cc1Cl
→ 100	-0.4	-5	1	-17	7	102	-2	-2
14. Cc1cccc(C2c3[nH]c4ccccc4c3CCN2C(=O)c2cc(CC(C)C)nc(C)n2)n1 (stereo unspecified)
→ 102	-2.2	-29	-20	-11	7	103	5	6
15. COc1ccc(N2CCc3c(C)nc4c(OC)cc(OC)cc4c32)c(OC)c1
→ nt	-0.1	5	8	9	-24	nt	5	nt

# Following part
# Screens in order – MEKK2 WT-MEK5	OXTR ag	FID counter	GPR7 antagonist	NALP1 inh	PHOSPHO1 block	MEKK3 PB1 HTS	PfM18AAP inh	MEKK2mut PB1 HTS
16. CCN1C(=O)C2C(C1=O)N1C(c3cccs3)C3C(=O)N(CC)C(=O)C3N1C2c1cccs1 (stereo unspecified)
→ 100	0.5	-10	-15	17	-13	101	-5	10
17. Cc1ccc(-c2nn(CC(=O)NC(C)c3ccccc3)c(=O)c3ccccc23)cc1 (stereo unspecified)
→ 94	-2.5	-4	2	4	27	97	3	-2
18. CCN(CC(=O)Nc1ccccc1OC)C(=O)CCc1ccccc1
→ 103	0.1	-19	15	27	40	101	-6	-7
19. CC(C)CC1(C(=O)O)NC(c2ccccc2O)C2C(=O)N(C(C)C)C(=O)C21 (stereo unspecified)
→ 109	1.3	-3	-6	-3	2	107	-12	4
20. CCOCCCN1CC(=O)N2[C@@H](Cc3c([nH]c4ccccc34)C2(C)C)C1=O
→ 100	-2.3	-29	-5	4	24	103	-2	2
21. CN1CCCN(S(=O)(=O)c2cccc(Cl)c2Cl)CC1
→ 97	-0.4	5	-11	-20	27	101	-2	0
22. CC(C)Oc1cccc(C(=O)N/N=C/c2ccoc2)c1
→ 89	nt	-11	6	11	-97	94	2	-7
23. COc1ccc2c(c1)C(C)=CC(C)(C)N2C(=O)C(C)N1C(=O)c2ccccc2C1=O (stereo unspecified)
→ 102	-1.5	-24	-8	5	-3	103	5	4
24. CS(=O)(=O)NN1C(=O)c2ccccc2NC1c1ccccc1F (stereo unspecified)
→ 94	0.3	-1	-5	16	46	90	3	-1
25. Cc1nc2nc(Cc3ccccc3)nn2c(C)c1Cl
→ 99	-0.3	-5	-20	18	-20	101	1	1
26. Cc1c(C(=O)N2CCCCC2)c(S(=O)(=O)N2CCc3ccccc32)c(C)n1C
→ 100	-1.0	-27	-15	23	51	99	-6	-4
27. O=C(COc1ccccc1[N+](=O)[O-])OCCCOC(=O)COc1ccccc1[N+](=O)[O-]
→ 97	0.6	-6	6	10	28	97	-1	-2
28. Cn1cnc2cc(OC(=O)c3ccccc3)ccc21
→ 100	1.3	-15	3	10	12	104	4	2
29. OCC1(Cc2cccc(F)c2)CCN(Cc2ccc3cccc(F)c3n2)CC1
→ 98	2.9	8	8	21	-1	102	-3	-6
30. O=C(CSc1ccc(-c2ccco2)nn1)NCCc1ccccc1
→ 101	-0.4	-11	7	-29	15	100	-3	-2

31	Cc1cccc(OCCCC(=O)Nc2ccc(S(N)(=O)=O)cc2)c1
32	Cc1cc(OCCN2CCCC2)ccc1[N+](=O)[O-]
33	Cc1ccc(NC(=O)CSc2nnc(NC(=O)C3CC3)s2)cc1C
34	CC1CN(c2ccc(C(F)(F)F)cc2[N+](=O)[O-])CCN1S(C)(=O)=O (stereo unspecified)
35	CCN(CC)c1ccc(C(=O)OCC(=O)NC2CCCCC2C)cc1 (stereo unspecified)
36	CC(=O)c1c(C)[nH]c(C(=O)OCc2ccc(Br)cc2)c1C
37	CC(=O)Nc1ccc(S(=O)(=O)Nn2cnnc2)cc1
38	COc1ccc(NC(=O)c2ccc(Cl)c(NC(=O)c3ccncc3)c2)cc1

assay / entry	31	32	33	34	35	36	37	38
MEKK2 WT-MEK5	103	99	99	107	106	89	104	93
OXTR ag	0.7	0.0	-0.2	4.1	-0.9	10	0.2	0.8
FID counter	-5	5	-9	-9	-7	-9	0	-3
GPR7 antagonist	2	0	4	1	5	-12	0	-8
NALP1 inh	-4	38	22	33	-2	-7	11	-8
PHOSPHO1 block	-5	-10	-148	-13	13	33	47	37
MEKK3 PB1 HTS	106	97	98	108	101	97	110	96
PfM18AAP inh	9	-2	-11	0	4	-5	37*	0
MEKK2mut PB1 HTS	-1	1	-3	-1	8	-9	-1	-6

39	COc1ccc(C(C)=O)cc1CN1C(=O)C(C)N(c2ccc(C)cc2)C1=O (stereo unspecified)
40	Cc1cc(-n2cccn2)ccc1CN1CCN(CC(C)C)C(CCO)C1 (stereo unspecified)
41	COc1ccc(-c2cc(C(=O)NCC(c3ccccc3)N(C)C)c3ccccc3n2)cc1OC (stereo unspecified)
42	O=C1NC(=O)C(=C2CCCCCC2)S1
43	Cc1ccccc1C(=O)N1CCN(c2ccc(NC(=O)c3cccc(OC(C)C)c3)cc2)CC1
44	COc1ccc(NC(=O)/C(C#N)=C\c2ccc(OCc3ccc(C(=O)O)cc3)c(OC)c2)cc1
45	CCOC(=O)N1CCC(N2CCN(S(=O)(=O)c3ccc(C)cc3)CC2)CC1
46	C/C(=N\NC(=S)NC(C)C)c1ccccc1

assay / entry	39	40	41	42	43	44	45	46
MEKK2 WT-MEK5	90	102	115	95	100	88	111	97
OXTR ag	1.9	0.3	0.8	-1.5	0.0	-0.8	0.7	-2.2
FID counter	-22	-1	13	3	-16	-23	-23	-4
GPR7 antagonist	2	-15	-18	-7	-16	-13	9	-10
NALP1 inh	16	nt	-2	22	3	5	13	nt
PHOSPHO1 block	1	36	37	2	24	70*	32	5
MEKK3 PB1 HTS	89	98	107	101	100	102	110	103
PfM18AAP inh	-3	-1	5	4	-6	2	19	-6
MEKK2mut PB1 HTS	-9	-1	15	-1	6	-13	2	-3

47	C=CCNC(=S)NNC(=O)c1cccn(Cc2ccc(Cl)cc2Cl)c1=O
48	CCn1c(COc2cccc(OC)c2)nnc1SCC(=O)Nc1cccc(OC)c1
49	O=C(CSc1nc2scc(-c3ccccc3)c2c(=O)[nH]1)NCCc1ccccc1
50	O=C(CSc1ccc(C(F)(F)F)cc1[N+](=O)[O-])NCCOc1ccccc1
51	Cc1cc2c(cc(C(=O)NCc3cccnc3)n2Cc2ccc(Cl)cc2)o1
52	O=c1[nH]cnc2c1C(c1ccccc1)c1c(nc[nH]c1=O)O2
53	C=CCNC(=O)c1c(N)n(-c2ccc3c(c2)OCO3)c2nc3ccccc3nc12
54	CCOC(=O)c1c(NC(=O)c2cc(-c3cccc(O)c3)on2)sc(C(C)=O)c1C

assay / entry	47	48	49	50	51	52	53	54
MEKK2 WT-MEK5	104	93	107	96	96	103	101	94
OXTR ag	2.7	1.9	-0.1	-1.9	-0.7	nt	1.0	0.9
FID counter	-28	-30	-28	9	-12	-4	-4	-4
GPR7 antagonist	-5	-14	-19	-10	19	-7	-5	0
NALP1 inh	-19	8	6	21	7	5	13	18
PHOSPHO1 block	-94	45	38	9	-11	49	14	-9
MEKK3 PB1 HTS	104	98	103	94	99	103	103	112
PfM18AAP inh	0	0	3	0	17	4	-10	-1
MEKK2mut PB1 HTS	4	-1	9	-2	-1	3	2	-4

55	O=C(Nc1ccc2c(c1)OCCO2)C1CCCN(S(=O)(=O)c2cccnc2)C1 (stereo unspecified)
56	COC(=O)c1ccc(-n2cnc3ccccc32)nc1
57	O=C1CN(C(=O)CCN2CCOCC2)C(c2ccccc2)c2cc(Br)ccc2N1 (stereo unspecified)
58	CC(C)(C)CN1CCNC(=O)C1CC(=O)NCCc1ccccc1F (stereo unspecified)
59	Cc1c(C(=O)N2CCCCCC2)c(S(=O)(=O)Nc2ccccc2F)c(C)n1C
60	CCC(/C=N/NC(=O)C(=O)N/N=C/C(CC)CC)CC
61	N#Cc1c(N2CCCC2)ccc(Br)c1Cl
62	CN(Cc1ccccc1)S(=O)(=O)c1cccs1

assay / entry	55	56	57	58	59	60	61	62
MEKK2 WT-MEK5	95	98	105	110	105	97	?	93
OXTR ag	0.5	0.3	-0.9	-0.5	0.6	-0.3	-4.3	-2.4
FID counter	5	-1	3	-18	-26	-1	1	2
GPR7 antagonist	-1	-10	-16	6	-6	-9	17*	-6
NALP1 inh	24	4	12	12	12	10	20	16
PHOSPHO1 block	-2	24	-2	36	0	-7	43	2
MEKK3 PB1 HTS	91	103	105	100	100	93	?	91
PfM18AAP inh	-1	0	-11	-4	0	6	0	0
MEKK2mut PB1 HTS	-10	-4	3	1	1	-3	-82	-5

# Source: PubChem BioAssay (several laboratories)
